Compound activity as filed in PubChem.
USP1 inh – USP1/UAF1 (human) deubiquitinase inhibition; O94782; 0.23% of 390,000 active; Potency, µM (series often up to 57.1 µM), for the others: at the top dose activity change, negative = inhibition, hits mostly inhibitors; recombinant USP1/UAF1, Ub-Rhodamine cleavage fluorescence; note: potency is the fitted concentration of half-maximal effect; % is set by controls: 0 for no effect and ±100 for the full control effect; nearly all actives have a fitted effect of over 60% in size; inactives centre near -12
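USP1/UAF1 complex at 1 nM was preincubated with compound for 15 min at room temperature, then Ub-Rho substrate (150nM final) was added. Fluorescence (480/540 nm) was read kinetically, 6 reads every 60 seconds.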
D2 antagonist – D2 dopamine receptor (human) antagonism | AID 485344 | 2% of 340,000 active | P14416 | HEK293 TREx D2 cells, calcium flux, dopamine EC80 | inhibition, % at 10 µM; in the data active = inhibition above about 30%; note: 0% is about no effect
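Calcium flux kinetic readout in an inducible HEK293 TREx D2 line plated overnight at 30 C. After 180 s compound exposure, an EC80 dopamine challenge follows with another 180 s kinetic read to detect antagonism.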
TrxR1 substrate – is turned over as a substrate by rat TrxR1 | purified TrxR1 substrate turnover, NADPH consumption readout | Potency, µM (doses to about 114 µM), without a hit: at the top dose activity change, negative = substrate turnover | 0.01% of 390,000 active | AID 588456; note: potency is the fitted concentration of half-maximal effect; % is set by controls: 0 for no effect and ±100 for the full control effect; nearly all actives have a fitted effect of over 50% in size
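Rat TrxR1, dispensed at 90 nM, was prereduced with 400 uM NADPH (final) for 5 min at ~22 deg C, then incubated with compound 15 min before 400 uM selenite. A first-read NADPH fluorescence drop versus no-compound background flagged substrates.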
rTrxR1 inhibitor – blocks rat thioredoxin reductase 1; Potency, µM (highest dose often 114 µM), for inactives: top-dose activity change, negative = inhibition, most hits filed as inhibitors; AID 588453; 1% of 390,000 active; recombinant rTrxR1, NADPH fluorescence consumption, selenite substrate; O89049; note: potency is the fitted concentration of half-maximal effect; % is set by controls: 0 for no effect and ±100 for the full control effect; nearly all actives have a fitted effect of over 65% in size
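Rat TrxR1 (90 nM in the dispensed reagent) was pre-reduced with 400 uM NADPH for 5 min at room temperature, then incubated with compound for 15 min. After 400 uM selenite was added, NADPH fluorescence (Ex 340/Em 450 nm) was followed for 8 min.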
D2 agonist – D2 dopamine receptor (human) agonism; P14416; HEK293 T-REx D2 cells, calcium flux agonist mode; activation, % at 2 µM; 0.53% of 340,000 active;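 active = activation over 3 SD above normal in the single-dose calcium agonist read, cut at about 30% in these data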; note: 0% is about no effect
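Tetracycline-induced HEK293 Trex cells with D2 receptor force-coupled to calcium signaling, plated overnight at 30 C and loaded with no-wash calcium dye. Calcium flux read kinetically for 180 s after compound addition; responses flag agonists.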
IDH1 R132H inh – inhibitors of human mutant IDH1 R132H; Potency, µM (titrated, usually from 76.6 µM), for inactives: at the top dose activity change, negative = inhibition, most hits filed as inhibitors; AID 602179; 0.093% of 390,000 active; IDH1-R132H enzyme, NADPH consumption, diaphorase/resazurin fluorescence; O75874; note: potency is the fitted concentration of half-maximal effect; % is set by controls: 0 for no effect and ±100 for the full control effect; nearly all actives have a fitted effect of over 65% in size
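IDH1-R132H (0.5 ug/mL dispensed) in pH 7.5 Tris buffer was preincubated 30 min with compound, then given a substrate mix of 0.016 mM NADPH and 2 mM alpha-KG for 80 min at room temperature; remaining NADPH was read by diaphorase/resazurin fluorescence.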
TRHR agonist – TRH receptor (human) agonism. TRHR cells, calcium flux fluo-8, FDSS agonist mode. activation, % at 2 µM. AID 493084. 0.18% of 360,000 active; in the data active = activation above about 30%; note: 0% is about no effect
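TRHR-expressing cells loaded with fluo-8 calcium dye; 23 nL library compound pin-transferred, kinetic FDSS fluorescence (Ex 480/Em 530) recorded about 180 s for agonist-induced calcium release, before a 10 nM TRH EC20 addition for potentiator mode.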
TRHR enhancer – allosteric enhancers of human TRH receptor. 0.66% of 360,000 active. TRHR cells, fluo-8 calcium fluorescence, EC20 TRH enhancement. P34981. enhancement, % at 2 µM; in the data active = enhancement above about 30%; note: 0% is about no effect
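TRHR-expressing cells loaded with fluo-8 calcium dye were read kinetically (ex 480/em 530) during compound addition, then stimulated with an EC20 of TRH (10 nM final). Enhancement of the Gq-mediated intracellular calcium response was scored.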
Pin1 inh – blocks the human prolyl isomerase Pin1; Potency, µM (top dose mostly 115 µM), inactives show top-dose activity, negative = inhibition, usual class: inhibitors; Q13526; 0.009% of 390,000 active; Pin1 FP peptide displacement, HiFluor488, 10 min; active = well fitted inhibition curve with a large enough effect in the polarisation, with a control signal flat, not every such curve was filed as active; inconclusive = small, poorly fitted or top-dose-only effect, or effect the other way, or a change in a side signal; inactive = no such curve, though single readings can be large or run the other way; the % refers to the polarisation; note: potency is the fitted concentration of half-maximal effect; % is set by controls: 0 for no effect and ±100 for the full control effect
Active calls of the source: *; ? = inconclusive; / = not tested or not shown; & = joins results of further samples; [ ] = remark or other dose. Unless noted, calls come from the whole dose curve; as a rule, active = well fitted inhibition curve with a large enough effect; inconclusive = small, poorly fitted or top-dose-only effect; inactive = no such curve, though single readings can be large or run the other way.

structure	USP1 inh	TrxR1 substrate	Pin1 inh	D2 agonist	TRHR agonist	TRHR enhancer	rTrxR1 inhibitor	D2 antagonist	IDH1 R132H inh
Cn1cc([N+](=O)[O-])c(C(=O)Nc2ccc(-c3nc4ccccc4[nH]3)cc2)n1	-15%	-1%[57.1 µM]	?	-0.3	0.2	9	-2%[57.1 µM]	-2	2%
CCOc1ccc(C(=O)NN2C(=O)C3C4C=CC(O4)C3C2=O)cc1 (stereo not given)	5%	4%	-5%	0.5	-0.3	-2	20µM*	-6	6%
Cc1ccccc1Cn1c(CN2CCC(C(=O)NCc3cccnc3)CC2)cc2ccccc21	-9%	-1%[57.1 µM]	6%	/	-0.3	0	6%[57.1 µM]	/	0%
Clc1cc(NCc2ccccc2)ncn1	-27%	-5%[57.1 µM]	-6%	-0.7	-0.7	-2	22%[57.1 µM]	-11	3%
CSc1ccc(CN2CCCC(N3CCN(c4ccccc4)CC3)C2)cc1 (stereo not given)	0%	-11%	-17%	8.9	-0.6	0	-16%	8	-6%
COc1ccccc1CNS(=O)(=O)c1c(C(=O)N2CCC(C)CC2)c(C)n(C)c1C	-17%	0%[57.1 µM]	0%	1.1	0.5	0	7%[57.1 µM]	/	-10%
CCOC(=O)c1ccccc1NC(=O)CSc1cn(CC(=O)N2CCCCC2)c2ccccc12	-1%	4%	4%	/	-0.2	-9	20%	/	-6%
COc1ccc(/C=C(\C#N)c2nc(-c3ccc(Cl)c(Cl)c3)cs2)cc1OC	?	-15%	?	1.0	0.2	-3	-16%	/	-20%
Cc1ccn2cc(-c3ccc(NS(=O)(=O)c4ccccc4)cc3)nc2c1	-6%	1%	-1%	-0.4	1.6	-8	0%	8	19%
COc1ccc(-c2cccc(C3CC=CC4C3C(=O)N(Cc3ccccc3)C4c3ccc(OC)c(Cl)c3)c2)cc1 (stereo not given)	?	6%	23%	0.0	0.6	-1	4%	14	5%
Cc1ccc2nc(NC3=NCN(Cc4cccnc4)CN3)nc(C)c2c1	3%	2%	-1%	-0.1	1.7	-4	14%	2	-1%
O=C(CCNc1ccc(F)cc1)c1ccco1	-24%	-4%	1%	1.0	-0.3	-6	11µM*	7	1%
O=S(=O)(c1ccc2ccccc2c1)N1CCN(C(=S)Nc2ccc(F)c(Cl)c2)CC1	-13%	-3%	20%	0.0	0.2	0	9%	11	9%
O=C1CC[C@@]23CCCN2C(=O)CCCC3C1 (stereo not given in full)	-12%	-6%	1%	/	/	/	-2%	/	-12%
O=C(CN1C(=O)c2cccc3cccc1c23)Nc1cccc(F)c1	-4%	14%	3%	0.1	0.2	-5	13%	/	0%
CCc1nc(N)nc(N)c1-c1ccc(NCCN)c([N+](=O)[O-])c1	-5%	-19%	-1%	/	/	/	-23%	/	2%
CC1(C)Cc2c(sc(NC(=O)c3ccccc3)c2C(=O)O)CO1	-4%	-13%	-4%	0.7	0.0	8	6%[57.1 µM]	-10	29%
O=C(CCCn1nnnc1CN1CCOCC1)N1CCC(c2ccccc2Cl)C1 (stereo not given)	-12%	20%	-4%	-1.3	0.0	0	19%	-11	0%
CCSC(=O)N(CC)CC(=O)Nc1c(CC)cccc1CC	-6%	20%[57.1 µM]	2%	0.9	1.0	-3	13%[57.1 µM]	8	6%
CCOc1ccc(/C=C2\SC(=S)N(CC(=O)Nc3ccccn3)C2=O)cc1	-10%	-3%	13%	-1.0	0.9	-4	8%	-14	-10%
COc1ccc(OC)c(NC(=O)CSc2cn(CC(=O)N3CCCCCC3)c3ccccc23)c1	2%	-1%	8%	-0.2	-0.3	-12	21%	/	-12%
O=C(CC1OC(=O)c2ccccc21)NC1CCCCC1 (stereo not given)	-15%	10%[57.1 µM]	-2%	-0.5	0.8	4	2%[57.1 µM]	-12	2%
CSc1ccccc1NC(=O)COc1ccccc1Cl	-28%	-11%	0%	2.1	1.4	1	-8%	-13	6%
Cc1csc(NC(=O)NC2(C(F)(F)F)Oc3ccccc3O2)n1	-14%	0%	-8%	0.4	0.6	-2	?	-25	5%
COCC(=O)Nc1c(C(=O)Nc2cccc(OC)c2)oc2ccccc12	-8%	-7%[57.1 µM]	-1%	-0.7	-0.3	17	-23%[57.1 µM]	-10	-2%
COc1ccc(NC(=O)c2cc3c(=O)n(C)c4ccccc4c3n2C)cc1OC	-19%	-2%	11%	-1.6	-0.5	-5	21%[57.1 µM]	-9	2%
C/C(=N\NC(=O)c1cc2ccccc2cc1O)c1ccc2c(c1)OCO2	-2%	-3%	59%[activator]	0.7	0.8	3	0%	33*	5%
O=C(Nc1cccc(F)c1)Nc1ccc2c(c1)C(=O)OC2	0%	4%	2%	/	0.7	0	13%	/	2%
COc1ccc(NC(=O)Nc2nc(C)cc(C)n2)c(OC)c1	-3%	-2%	1%	0.1	0.7	-6	14%	-4	-3%
CC(=O)NC(CCCNC(=S)NC1CCCCC1)C(=O)O (stereo not given)	2%	2%[57.1 µM]	-1%	/	0.3	6	2%[57.1 µM]	/	5%
O=C(CC(=O)Nc1ccc(F)cc1F)Nc1ccc(F)cc1F	-11%	0%	-6%	-1.7	-1.1	13	25%	23	1%
CC(C)[C@H](NC(=O)c1ccccc1Br)C(=O)OCc1nc2ccsc2c(=O)[nH]1	-5%	-6%[57.1 µM]	0%	-2.1	-0.4	-8	14%	-2	-8%
Cc1cccc(N=[N+]([O-])c2cccc(C)n2)n1	-25%	-3%	-1%	/	/	/	1%	/	-7%
CCN(CC)CCCNCC(=O)Nc1ccc(OC)c(Cl)c1	/	/	/	0.3	0.8	5	/	22	/
COC(=O)CN1C(=O)C(O)(CC(=O)c2ccc(Br)cc2)c2ccccc21 (stereo not given)	?	5%	-10%	0.2	-0.4	-7	23%	-11	-3%
CCOc1ccc(CNC(=O)CCC(=O)N2CCSc3ccccc32)cc1	-8%&22%	1%[57.1 µM]	-1%&-11%	0.0&-0.2	-0.5&-0.1	-3&-6	-3%[57.1 µM]	17	-4%&22%
O=C(CSc1cccc(C(F)(F)F)c1)NC(=O)NCc1ccco1	-10%	3%	0%	-1.8	-1.1	4	-12%	-19	2%
Cc1noc(/C=C/N(C)C)c1S(=O)(=O)N1CCCC(C(=O)Nc2ccccc2F)C1 (stereo not given)	-4%	-13%	7%	-0.2	-0.3	17	-18%	-17	-9%
C/C(=N\NC(=O)CSc1nc(C)cc(C)n1)c1cccc([N+](=O)[O-])c1	-11%	-7%[57.1 µM]	0%	-0.8	-1.4	3	20%[57.1 µM]	0	10%
CSc1ccccc1NC(=O)Nc1ccccc1	-11%	6%	0%	-0.5	-0.1	25	5%	4	6%

rTrxR1 inhibitor, what is marked active above
structure,USP1 inh,TrxR1 substrate,Pin1 inh,TRHR agonist,TRHR enhancer,rTrxR1 inhibitor,D2 antagonist,IDH1 R132H inh
CCOc1ccc(C(=O)NN2C(=O)C3C4C=CC(O4)C3C2=O)cc1 (stereo not given),5%,4%,-5%,-0.3,-2,20µM*,-6,6%
O=C(CCNc1ccc(F)cc1)c1ccco1,-24%,-4%,1%,-0.3,-6,11µM*,7,1%

Further compounds
structure	USP1 inh	TrxR1 substrate	Pin1 inh	D2 agonist	TRHR agonist	TRHR enhancer	rTrxR1 inhibitor	D2 antagonist	IDH1 R132H inh
Clc1ccc(-c2cnc3n2CCCCC3)cc1	1%	1%	2%	-0.8	-0.2	0	14%	-6	-5%
COc1cccc(OCc2cc(C(=O)N3CCN(C(=O)c4ccco4)CC3)no2)c1	-20%	8%	-6%	-0.4	-0.3	-1	-12%	-3	6%
COc1ccc(CCC(=O)N2CC(C)OC(C)C2)cc1 (stereo not given)	-11%	2%	-11%	-0.3	0.4	5	20%	17	5%
COc1ccc(C(CNC(=O)CNC(=O)c2cccc(C)c2)N2CCCCC2)cc1 (stereo not given)	-12%	8%	-2%	/	/	/	9%	/	6%
Cn1c2ccccc2c(=O)c2ccc(C#CC3(O)CCCCC3)cc21	-35%	142%[activator]	10%	0.2	-0.3	21	-6%[57.1 µM]	4	2%
Nc1scc2c(C(=O)O)nn(-c3ccccc3)c(=O)c12	/	-3%[57.1 µM]	-26%	0.0	-0.2	3	9%[57.1 µM]	-7	/
COc1cccc(CC2CC(=O)N(c3ccc4c(C)cc(=O)oc4c3)C2=O)c1 (stereo not given)	-16%	-1%	1%	-0.1	-0.5	9	21%	-29	-7%
O=C(N/N=C/c1cc([N+](=O)[O-])cc([N+](=O)[O-])c1O)/C(=C\c1cccs1)NC(=O)c1ccccc1	-2%	?	-12%	-0.6	-2.0	-8	?	9	-10%
CCOc1ccccc1NC(=O)c1ccc2nccnc2c1	-4%	-1%[57.1 µM]	-2%	0.5	0.1	-4	4%	-6	0%
CCN(Cc1ccccc1)C(=O)C1CCN(S(=O)(=O)c2ccc3c(c2)OCCO3)CC1	-25%	5%	-2%	/	-0.9	-2	21%	/	0%
CCCN(CCC)CCNC(=O)C1c2ccccc2C(=O)N(CCOC)C1c1ccc(F)cc1 (stereo not given)	-9%	2%	-1%	0.5	-0.3	1	2%	-1	-8%
Cc1cccc(C(C)(C)C)c1OCCN1CCCC1	1%	7%[57.1 µM]	-5%	-0.5	0.2	-2	12%	6	5%
CC(=O)c1ccc(NC(=O)C(C)Nc2ccc(Cl)cc2)cc1 (stereo not given)	-17%	-6%	0%	-0.2	1.4	-3	11%	-28	9%
Cc1ccc(C(=O)COC(=O)c2cccc(NC(=O)c3ccc([N+](=O)[O-])cc3[N+](=O)[O-])c2)cc1	2%	-1%[0.457 µM]	-17%	0.5	-0.1	5	34%[activator]	11	0%
Cc1cc(Nc2cccc(F)c2)nc(-c2ccccc2O)n1	-9%	-7%	5%	0.3	0.2	1	1%	-19	-2%

This is a subset; the hit share may differ from the screen's.
